# Screening results as filed in PubChem.
# AP complement: alternative complement pathway inhibitors, primary screen, biochemical, ELISA, human serum, orthogonally pooled compounds | LPS-coated ELISA, C3 deposition; tested in compound mixtures | inhibition, % at 5 µM | 62,000 compounds, 0.08% hits | AID 1235, 2008;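 active = inhibition above 30% in each of the two pooled mixtures holding the compound, so the lower value exceeds 30%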;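 also: 0% = serum in Mg-EGTA without compound and 100% = EDTA serum blank; some compounds past the cut are filed as inactive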
#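 Assay system: human serum alternative complement pathway, C3 deposition on LPS-coated wells; Dosing: 5 µM per compound in ten-compound mixtures; Detection: Anti-C3 ELISA, OD 450 nm; Buffer or medium: Mg2+-EGTA GVB++ buffer containing human serum at 1:15 dilution; Timing: 1 h at 37 °C; Replication: two different pools per compound.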
# CatB block: human cathepsin B inhibitors, primary screen, biochemical, fluorogenic substrate. P07858. purified cathepsin B, fluorescence. inhibition, %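 (tested at 10 µM)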. 63,000 compounds, 0.1% hits. AID 453, 2006; in the data active = inhibition above about 21%;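 also: 0% = enzyme with no compound and 100% = no enzyme blank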
# C1s inh: complement C1s protease inhibitors, primary screen, biochemical, 10-compound mixtures. mean inhibition % of two 10-compound mixtures (active compounds read high), % at 5 µM (by protocol). Complement C1s subcomponent (Homo sapiens), P09871. AID 538, 2006. purified C1s, fluorogenic AMC substrate, pooled mixtures. 62,000 compounds, 0.16% hits;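 active = inhibition above 20% in each of the two 10-compound mixture wells holding the compound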;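 also: 0% = enzyme wells lacking compound mixture and 100% = no-enzyme blank wells; some compounds called inactive have numbers as strong as hits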
# CatL inh: inhibitors of human cathepsin L, biochemical; AID 460, 2006; 58,000 compounds, 0.17% hits; purified cathepsin L, fluorogenic substrate, fluorescence; inhibition, %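 (tested at 10 µM)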; Procathepsin L (Homo sapiens), P07711; in the data active = inhibition above about 45%;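 also: 0% = enzyme with no compound and 100% = no enzyme blank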
# Target sequence (P07711 114-288 limits assumed): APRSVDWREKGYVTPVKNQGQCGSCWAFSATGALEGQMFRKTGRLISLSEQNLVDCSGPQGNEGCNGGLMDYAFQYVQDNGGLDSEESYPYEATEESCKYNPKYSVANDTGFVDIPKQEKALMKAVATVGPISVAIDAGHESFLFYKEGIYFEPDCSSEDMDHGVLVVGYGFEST
# Target sequence (P07711 292-333 limits assumed): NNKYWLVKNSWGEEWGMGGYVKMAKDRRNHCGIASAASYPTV
# CatG inh: human cathepsin G inhibitors, primary screen, biochemical, pooled compound mixtures, AMC fluorescence | inhibition, % at 5 µM (by protocol) | P08311 | 62,000 compounds, 0.2% hits | purified enzyme, AMC-tetrapeptide fluorescence | AID 581, 2007;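 active = inhibition above 20% in each of the two mixture wells holding the compound; inactive = inhibition of 20% or less in either well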;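 also: 0% = enzyme control without mixture and 100% = blank lacking enzyme; strong numbers were not always called active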
# CatB mix inh: cathepsin B inhibitors from pooled compounds, primary screen, biochemical, compound mixtures, AMC fluorescence. P07858. Purified cathepsin B, AMC dipeptide fluorescence. inhibition, %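 (ten-compound pools at 5 µM per compound and 50 µM total)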. 62,000 compounds, 0.06% hits; in the data active = inhibition above about 22%, passing the limit was not always enough;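 also: 0% = enzyme without compound and 100% = no enzyme blank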
# CatS inh: inhibitors of human cathepsin S, biochemical, compound mixtures. recombinant cathepsin S, AMC dipeptide fluorescence, pooled mixtures. P25774. 62,000 compounds, 0.06% hits. inhibition, %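 (tested at 5 µM per compound within 10-compound mixtures)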; in the data active = inhibition above about 32%, passing the limit was not always enough;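 also: 0% = enzyme without compound and 100% = blank without enzyme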
# Target sequence (P25774 115-331 limits assumed): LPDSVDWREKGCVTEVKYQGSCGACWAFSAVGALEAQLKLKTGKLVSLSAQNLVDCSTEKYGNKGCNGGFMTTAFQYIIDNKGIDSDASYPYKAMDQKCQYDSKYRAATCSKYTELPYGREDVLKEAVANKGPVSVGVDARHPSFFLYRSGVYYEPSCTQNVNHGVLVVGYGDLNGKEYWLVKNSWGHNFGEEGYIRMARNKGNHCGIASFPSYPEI
# FXIa mix inh: FXIa protease inhibitors in compound pools, primary screen, biochemical, 10-compound mixtures; inhibition, % at 5 µM; purified FXIa, fluorogenic substrate, pooled mixtures; 62,000 compounds, 0.19% hits; Coagulation factor XI (Homo sapiens), P03951;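 also: each value is inhibition by a whole ten-compound pool holding the compound; 0% = enzyme with no mixture and 100% = wells lacking enzyme; strong numbers were not always called active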
# FXIIa mix inh: human factor XIIa inhibitors, primary screen, biochemical, pooled compound mixtures, fluorogenic substrate. 62,000 compounds, 0.2% hits. purified FXIIa. inhibition, % at 5 µM;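 also: 0% = enzyme without compound and 100% = no enzyme blank; some results filed as inactive read as strong as hits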
# Target sequence (P00748 20-372 limits assumed): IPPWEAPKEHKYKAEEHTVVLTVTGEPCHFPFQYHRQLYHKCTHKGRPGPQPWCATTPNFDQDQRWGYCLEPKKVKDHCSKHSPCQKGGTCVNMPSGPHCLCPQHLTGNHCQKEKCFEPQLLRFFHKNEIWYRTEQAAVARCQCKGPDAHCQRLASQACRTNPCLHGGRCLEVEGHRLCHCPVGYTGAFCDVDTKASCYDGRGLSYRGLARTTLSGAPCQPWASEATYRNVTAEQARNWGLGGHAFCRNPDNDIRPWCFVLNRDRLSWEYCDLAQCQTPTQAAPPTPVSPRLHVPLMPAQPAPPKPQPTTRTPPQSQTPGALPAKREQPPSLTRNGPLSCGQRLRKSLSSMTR
# Target sequence (P00748 373-615 limits assumed): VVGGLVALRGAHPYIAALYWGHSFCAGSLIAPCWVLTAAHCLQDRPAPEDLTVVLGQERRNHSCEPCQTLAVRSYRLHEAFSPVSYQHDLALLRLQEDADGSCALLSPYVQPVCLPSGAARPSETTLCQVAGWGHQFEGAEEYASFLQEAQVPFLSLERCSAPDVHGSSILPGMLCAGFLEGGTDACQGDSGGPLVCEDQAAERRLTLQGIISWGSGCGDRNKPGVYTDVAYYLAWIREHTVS
# * hit, by the source's call; . = no result given. Rule as the data show it, unless noted: active = inhibition above about 20% (passing the limit was not always enough); inactive = the rest. Only part of the results is shown, so the mix of outcomes need not match the whole.
AP complement	CatB block	canonical_smiles	C1s inh	CatL inh	CatG inh	CatB mix inh	CatS inh	FXIa mix inh	FXIIa mix inh
12	3	Cc1nnc(NCc2ccco2)c2ccccc12	12	-10	10	4	-2	6	-10
-3	4	COCC(C)NC(=O)COc1ccc(Cl)cc1Cl (centres undefined)	8	3	10	6	11	4	-14
8	0	N#Cc1ccc(CSc2nnc(-c3cnccn3)o2)cc1	10	9	13	6	-7	7	8
11	0	COc1ccc(C(C)=O)c2c(O)cccc12	2	9	8	-5	2	0	0
12	2	Cc1nc2sc(C(c3ccccc3)N3CCN(c4ccccc4F)CC3)c(O)n2n1 (centres undefined)	-15	2	-10	2	-11	-5	8
14	0	Cc1ccc(C)c(-n2c(CNC(=O)c3ccco3)nnc2SCC(=O)Nc2nnc(C)s2)c1	5	16	3	8	1	10	5
18	-2	CCCc1nc2oc3c(NCCOCCO)ncnc3c2c2c1COC(C)(C)C2	-1	-6	-3	-7	-4	4	3
-3	2	CCc1c(C)nc2ncnn2c1N1CCC(C(=O)NCc2cccc(OC)c2)CC1	-1	7	11	-10	6	0	11
16	-3	COCC(C)NC(=O)c1cccc(Cl)c1 (centres undefined)	1	1	3	-7	2	7	-6
2	1	CC(=O)N1CCN(S(=O)(=O)c2ccc(S(=O)(=O)NCC(C)C)cc2)CC1	15	3	12	1	2	5	6
13	1	COc1ccc(-c2nc(CS(=O)(=O)CC(=O)NCCc3cc(OC)ccc3OC)c(C)o2)cc1	8	6	8	1	-6	3	-1
1	2	CC1=NC(C(F)(F)F)(C(F)(F)F)C(C#N)=C(C)N1	-30	-5	4	3	-7	-5	-1
8	1	NC(=O)c1c(N)sc2c1CCCC2	1	2	7	-3	-3	0	-22
10	-2	Cc1ccc(CSc2nnc(-c3ccccn3)n2C)cc1	-18	-19	2	-2	4	8	3
10	5	O=C(Cn1cnc2c(nnn2Cc2ccccc2)c1=O)NCC1CCCO1 (centres undefined)	1	-3	6	2	-3	1	-2
0	7	CCc1c(C)sc(NC(=O)c2cccs2)c1C(=O)OC(C)C	-19	-15	6	8	9	8	6
13	1	O=C1CCC(=O)N1CCC(c1ccc(F)cc1)c1ccco1 (centres undefined)	10	2	9	5	-4	1	-14
5	-1	CCOc1ccccc1N1CCN(S(=O)(=O)c2cccc3nsnc23)CC1	2	-2	9	-3	8	8	9
-2	4	Cc1ccc(N2CCN(CCc3nc4cc(NC(=O)c5ccco5)ccc4n3C)CC2)cc1	3	14	7	0	6	-1	8
4	-2	COc1ccc2c(C)cc(SCC(=O)N3CCOCC3)nc2c1	-20	23	-1	-4	10	9	1
9	-1	COc1ccc(C(=O)/C=C/Nc2c(C)n(C)n(-c3ccccc3)c2=O)cc1OC	-12	7	-1	0	2	-12	6
-3	7	COCCn1nnnc1C(CC(C)C)N1CCN(c2cccc(OC)c2)CC1 (centres undefined)	11	11	11	2	12	6	1
4	0	COc1ccccc1-c1coc2c(CN3CCN(C)CC3)c(O)ccc2c1=O	-63	-55	0	-8	8	-17	7
11	3	Cc1nc(CSc2nnc3scc(-c4ccccc4)n23)cs1	1	-5	-2	4	-4	19	5
0	3	CCOC(=O)c1ccc(NC(=O)CSc2nc(SC)ns2)cc1	-25	6	11	-1	7	4	1
-1	0	COc1ccc(OC)c(C(=O)C2COC(=O)C2)c1 (centres undefined)	-27	-11	-8	1	-2	-3	0
-5	8	COCCOC(=O)C1=C(C)N=C2SCCC(=O)N2C1c1cccc(Br)c1 (centres undefined)	-7	20	-7	-2	16	4	1
14	.	CC(=O)SC(C)CC(=O)Nc1ccccc1 (centres undefined)	-31	.	-1	3	16	7	7
21	-3	COc1cc(C(=O)NCCC(=O)NCCCN2CCCCC2)cc(OC)c1OC	7	-8	28	-4	-7	4	-18
25	-2	COc1ccc2c(c1OC)C(=O)N1C2SC[C@H]1C(=O)NC1CC(C)(C)NC(C)(C)C1 (some centres undefined)	-13	-2	-4	-2	18	-1	-18

# The closing 5 records of the section before are carried over, then new ones follow:
AP complement	CatB block	canonical_smiles	C1s inh	CatL inh	CatG inh	CatB mix inh	CatS inh	FXIa mix inh	FXIIa mix inh
-1	0	COc1ccc(OC)c(C(=O)C2COC(=O)C2)c1 (centres undefined)	-27	-11	-8	1	-2	-3	0
-5	8	COCCOC(=O)C1=C(C)N=C2SCCC(=O)N2C1c1cccc(Br)c1 (centres undefined)	-7	20	-7	-2	16	4	1
14	.	CC(=O)SC(C)CC(=O)Nc1ccccc1 (centres undefined)	-31	.	-1	3	16	7	7
21	-3	COc1cc(C(=O)NCCC(=O)NCCCN2CCCCC2)cc(OC)c1OC	7	-8	28	-4	-7	4	-18
25	-2	COc1ccc2c(c1OC)C(=O)N1C2SC[C@H]1C(=O)NC1CC(C)(C)NC(C)(C)C1 (some centres undefined)	-13	-2	-4	-2	18	-1	-18
0	1	CC(CN1CCCCC1)OC(=O)c1ccc(Cl)cc1 (centres undefined)	6	20	-2	1	2	3	12
7	3	CC(C)NC(=O)CCCc1ccccc1	39	6	7	2	8	2	10
-1	2	CCOc1ccccc1C(=O)NCCCN1CCN(CCCNC(=O)c2ccccc2OCC)CC1	17	10	10	2	1	6	5
8	1	CCOC(=O)c1[nH]c(C)c(C(=O)Nc2cc(OC)ccc2OC)c1C	14	10	8	6	7	5	1
14	-1	CCOC(=O)N1CCC(O)(c2cc(C)c(C)cc2C)CC1	5	-2	5	-7	-2	9	-1
16	2	O=C(Cn1cc(C(=O)COc2ccccc2)c2ccccc21)NCc1ccco1	12	11	9	2	-8	9	0
5	4	CCCCNC(=O)c1cc(-c2ccc(OC)c(OC)c2)on1	16	.	20	-1	-1	7	1
17	-10	c1cncc(-c2csc(NCc3ccco3)n2)c1	3	-5	-1	8	-15	8	-1
11	8	COc1cccc(-c2nc3cc(C)ccc3o2)c1	-8	4	7	0	3	4	0
12	-2	CC(=O)/C(CN1CCCCC1)=N\O	-1	8	8	-6	2	-1	5
7	3	N#CC1=C(N)OC2=C(C(=O)CCC2)C1C1C=CCCC1 (centres undefined)	9	30	8	2	2	3	16
1	7	CN1C(=C2C(=O)OC(C)(C)OC2=O)Sc2ccccc21	14	10	8	-1	9	2	3
3	6	O=S(=O)(/N=C(\c1ccccc1)N1CCOCC1)c1cccs1	-117	1	-14	-10	6	-16	7
2	1	CCOc1ccc(-n2c(=O)c3sccc3n(CC(=O)NCc3ccco3)c2=O)cc1	-10	8	-2	-1	-3	1	-3
0	0	CCC(C)Nc1nc2c(c(=O)n(C)c(=O)n2C)n1Cc1ccc(F)cc1 (centres undefined)	21	4	23	0	9	38	14
7	-4	CCOC(=O)c1[nH]c2c(c1C)C(=O)CC(c1ccco1)C2 (centres undefined)	-2	4	-2	4	12	11	1
4	2	Cc1noc(C)c1C(=O)N1CCN(c2ncccn2)CC1	-63	4	-20	-1	-14	-27	-12
17	1	COC(=O)CN(C#N)c1nc(OC)nc(N(C)C)n1	2	-6	5	2	-7	6	2
5	5	Cc1cc(C)c2c(n1)sc1c(O)cc(=O)[nH]c12	-24	-5	-7	-1	-3	19	1
15	0	CCOC(=O)C1CCCN(Cc2nc(N)nc(Nc3ccccc3)n2)C1 (centres undefined)	-57	5	6	-11	-11	-16	2
1	3	COc1ccc(Br)cc1S(=O)(=O)N1CCOCC1	-15	10	11	5	12	4	14
15	1	Nn1c(SCC(=O)N2CCOCC2)nnc1-c1ccc(Cl)cc1Cl	-5	2	1	-2	-15	4	-1
24	4	COc1ccccc1-n1cc(C(=O)NCC(=O)N2CCN(c3ccccc3)CC2)c2ccccc2c1=O	-7	-2	4	3	-4	1	-13
-1	-1	O=S(=O)(Nc1ccc2c(c1)OCCO2)c1cccc2cccnc12	5	16	1	-3	6	-1	-19
-3	6	C1=CCC(/C=N/n2cnnc2)CC1 (centres undefined)	-11	7	-10	6	7	2	2
13	1	O=C(Nc1ccc2ccccc2c1)c1cnccn1	11	1	10	3	1	1	-1
5	8	CCOC(=O)c1cnc2c(Cl)cc(Cl)cc2c1NCCOCCO	4	9	8	3	14	-4	13
20	1	O=C(NCC1CCCO1)c1ccc(COc2ccc(F)cc2)o1 (centres undefined)	7	7	12	-7	5	1	10
-6	-1	Cc1[nH]n2c(=O)c(C#N)c(-c3ccccc3)nc2c1-c1ccccc1	-5	16	7	-4	0	1	3
5	3	Cc1ccc(S(=O)(=O)NC(CC(=O)NCC2CCCO2)c2ccco2)cc1 (centres undefined)	4	18	13	2	2	2	13
2	0	COc1cccc2cc(C(=O)N(C)C)c(=O)oc12	1	-4	-4	1	-5	2	8
8	-2	COc1ccc(CC(=O)N2CCOCC2)cc1OC	3	0	3	5	-6	6	7
-10	-4	COc1cc(OC)cc(C(=O)Nc2ccc(-n3cnnn3)c(C)c2)c1	-25	.	-14	0	1	-3	3
17	-3	CC1CCN(C(c2ccc(N(C)C)cc2)c2nnnn2Cc2ccc(F)cc2)CC1 (centres undefined)	3	1	-1	-1	0	-1	-10
13	-1	COc1ccc(N2CCN(Cc3cc(=O)oc4ccc(Cl)cc34)CC2)cc1	-54	-17	-10	-11	-32	-20	5
15	2	C=CCn1c(SCC(=O)Nc2cc(C)nn2-c2ccccc2)nnc1C1CCCCC1	18	-8	12	4	-3	11	2
6	6	COc1ccc(-c2csc(NC(=O)C3CCCO3)n2)cc1 (centres undefined)	1	.	7	0	-10	7	1
9	7	COc1ccc(CCN2CC(C(=O)O)CC2=O)cc1 (centres undefined)	-15	10	6	6	0	7	-1
13	4	CCC(=O)N1CCN(c2ccc(Cl)cc2NC(=O)Cc2ccccc2)CC1	8	10	8	5	16	3	-18
8	-5	Cc1ccc(-c2cnc(-c3ccncc3)o2)cc1	-82	-130	-7	-7	-4	-9	0
10	2	CCN(CC)C(=O)Oc1ccc2c(=O)c(-c3ccc(OC)cc3)coc2c1	-1	-6	7	2	-7	8	6
6	.	CCOC(=O)CN(C)Cc1c[nH]c2ccccc12	-9	1	3	9	9	9	22
4	-2	CCOC(=O)c1cnc2c(OC)cccc2c1N1CCN(c2ccccc2OC)CC1	-9	-4	-3	0	-5	-2	3
23	4	C=CCNc1oc(-c2ccc(OCC)cc2)nc1C#N	-15	-2	7	3	-3	6	1
26	-4	CCN(CCCNC(=O)C1CCN(S(=O)(=O)N2CCC3(CC2)OCCO3)CC1)c1ccccc1	2	3	-1	-2	-2	5	-17
5	2	O=C(Cn1nnc(-c2ccc(Cl)cc2)n1)NCCC1=CCCCC1	-36	-6	2	-2	4	-9	3
-18	-2	CC(=NCc1ccco1)c1c(C)[nH]n(-c2nc3ccccc3s2)c1=O	0	-1	10	-6	46*	-2	11
8	5	CCCC12CN(C(=O)c3ccc(OC)cc3)CC(C)(CN(C(=O)c3ccc(OC)cc3)C1)C2=O	6	24	9	2	7	-4	5
0	-5	Cn1c(=O)oc2cc(S(=O)(=O)NC3CCCCCCC3)ccc21	-19	-5	22	6	13	-1	10
15	-2	CN1CCN(CCCNC(=O)C2CC(=O)N(C3CCCCC3)C2)CC1 (centres undefined)	-16	-2	0	5	-25	2	-3
-2	4	COC(=O)c1ccccc1NC(=O)Cn1cc(Br)cn1	-18	14	-1	-3	15	7	4
